# Compound activity deposited in PubChem by National Center for Advancing Translational Sciences (NCATS).
# PI4K2A inh – blocks human PI4K2A kinase activity | activity change, negative = inhibition, % at 76.9 µM | actives 0.13% (n = 420,000) | purified PI4K2A, ADP-Glo luminescence, 1 h; stronger effect = lower value | Q9BTU6; in the data active means activity change below about -50%; inconclusive means mostly about -30% to -49%;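 further: -100% = wells without enzyme as full effect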
# Target sequence (Q9BTU6 whole entry, looked up): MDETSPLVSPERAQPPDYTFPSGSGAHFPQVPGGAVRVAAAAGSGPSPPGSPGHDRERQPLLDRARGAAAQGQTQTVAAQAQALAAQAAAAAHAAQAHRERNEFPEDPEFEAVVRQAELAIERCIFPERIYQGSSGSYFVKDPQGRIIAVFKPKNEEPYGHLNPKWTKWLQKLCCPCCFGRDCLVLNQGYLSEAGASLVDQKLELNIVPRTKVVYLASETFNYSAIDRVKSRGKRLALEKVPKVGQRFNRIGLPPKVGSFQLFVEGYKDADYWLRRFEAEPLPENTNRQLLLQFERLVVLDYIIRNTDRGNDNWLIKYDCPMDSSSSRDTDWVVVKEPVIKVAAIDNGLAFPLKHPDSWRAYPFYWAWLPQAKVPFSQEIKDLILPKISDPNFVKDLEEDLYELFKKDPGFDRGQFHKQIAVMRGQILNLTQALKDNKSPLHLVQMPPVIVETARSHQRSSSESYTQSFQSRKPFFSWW
#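 In this quantitative HTS, ADP production by PI4K2A was quantified luminescently after 1 h at ambient temperature; 100 microM adenosine served as plate-quality control.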
# mIDH1 inhibitor – human IDH1 R132H inhibition; O75874; actives 0.093% (n = 390,000); IDH1-R132H enzyme, NADPH consumption, diaphorase/resazurin fluorescence; Potency, µM (titrated, usually from 76.6 µM), for inactives: at the top dose activity change, negative = inhibition, actives largely listed as inhibitors; further: potency means the concentration at half of the fitted maximal effect; on the % scale 0 is the no-effect control and ±100 the full control effect; nearly all actives have a fitted effect of over 65% in size
#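 IDH1-R132H (0.5 ug/mL) preincubated 30 min with compound, then NADPH (0.016 mM) and alpha-KG (2 mM) added; 80 min at RT, pH 7.5. Remaining NADPH coupled via diaphorase/resazurin to fluorescence (540/590 nm); concentration-response curves normalized to no-enzyme control.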
# HP1b chromo inh – blocks HP1-beta chromodomain binding to methylated histone tails. AlphaScreen HP1-beta / biotin-H3K9me3 peptide binding. Potency, µM (top dose mostly 114 µM), for inactives: at the highest dose activity change, negative = inhibition, hits mostly inhibitors. actives 0.56% (n = 390,000); further: potency means the concentration at half of the fitted maximal effect; nearly all actives have a fitted effect of over 70% in size; inactives centre near 23
# Target sequence (P83916 whole entry, looked up): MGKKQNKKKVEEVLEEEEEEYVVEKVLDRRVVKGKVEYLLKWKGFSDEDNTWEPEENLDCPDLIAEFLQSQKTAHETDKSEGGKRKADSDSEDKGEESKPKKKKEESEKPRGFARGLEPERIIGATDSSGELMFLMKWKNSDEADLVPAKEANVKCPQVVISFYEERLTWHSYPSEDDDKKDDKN
#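 Compound inhibition of the preformed complex between 50 nM HP1-beta and 50 nM biotinylated H3K9me3 peptide was read by AlphaScreen. Buffer was PBS pH 7.4 with 0.01% Tween-20. Incubations ran 30 min at room temperature, with 10 ug/mL donor/acceptor beads.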
# Tb PGK inh – T. brucei PGK inhibition; PGK/GAPDH coupled, Kinase-Glo luminescence, 60 min; P07378; Potency, µM (series often up to 57.5 µM), for the others: at the highest dose activity change, negative = inhibition, actives largely listed as inhibitors; actives 0.043% (n = 380,000); further: potency means the concentration at half of the fitted maximal effect; on the % scale 0 is the no-effect control and ±100 the full control effect; nearly all actives have a fitted effect of over 60% in size
#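 Recombinant glycosomal PGK reaction used 1,3-bisphosphoglycerate generated in-well by GAPDH (100nM final) in 100mM TEA pH 7.6, 5mM MgCl2, 0.01% Tween-20. After 60 minutes at room temperature, ATP was read by Kinase-Glo Plus luminescence end-point.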
# TrxR1 inh – blocks rat thioredoxin reductase 1. recombinant rTrxR1, NADPH fluorescence consumption, selenite substrate. Potency, µM (highest dose often 114 µM), for the others: at the top dose activity change, negative = inhibition, hits mostly inhibitors. actives 1% (n = 390,000). AID 588453; further: potency means the concentration at half of the fitted maximal effect; on the % scale 0 is the no-effect control and ±100 the full control effect; nearly all actives have a fitted effect of over 65% in size
#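 Rat TrxR1 (90 nM in the dispensed reagent) was pre-reduced with 400 uM NADPH for 5 min at room temperature, then incubated with compound for 15 min. After 400 uM selenite was added, NADPH fluorescence (Ex 340/Em 450 nm) was followed for 8 min.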
# GLS inhibitor – inhibitors of human glutaminase (GLS); GLS enzymatic activity, qHTS titration; Potency, µM (titrated, usually from 45.5 µM), without a hit: top-dose activity change, negative = inhibition, hits mostly inhibitors; actives 0.21% (n = 410,000); AID 624170; further: potency means the concentration at half of the fitted maximal effect; on the % scale 0 is the no-effect control and ±100 the full control effect
#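 Enzyme dispensed in phosphate buffer (45 mM, pH 8.2, 0.02% Tween-20), compounds pinned in, then 1 mM L-glutamine solution and the glutamate oxidase–HRP–Amplex Red mix added; fluorescence read immediately and again after 30 min at room temperature.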
# TrxR1 substrate – is turned over as a substrate by rat TrxR1. O89049. purified TrxR1 substrate turnover, NADPH consumption readout. Potency, µM (series often up to 114 µM), without a hit: at the highest dose activity change, negative = substrate turnover. actives 0.01% (n = 390,000); further: potency means the concentration at half of the fitted maximal effect; on the % scale 0 is the no-effect control and ±100 the full control effect; nearly all actives have a fitted effect of over 50% in size
#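 Rat TrxR1, dispensed at 90 nM, was prereduced with 400 uM NADPH (final) for 5 min at ~22 deg C, then incubated with compound 15 min before 400 uM selenite. A first-read NADPH fluorescence drop versus no-compound background flagged substrates.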
# USP1 inh – blocks the human USP1/UAF1 deubiquitinase complex. O94782. Potency, µM (titrated, usually from 57.1 µM), for the others: at the top dose activity change, negative = inhibition, most hits filed as inhibitors. AID 743255. recombinant USP1/UAF1, Ub-Rhodamine cleavage fluorescence. actives 0.23% (n = 390,000); further: potency means the concentration at half of the fitted maximal effect; on the % scale 0 is the no-effect control and ±100 the full control effect; nearly all actives have a fitted effect of over 60% in size; inactives centre near -12
#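 In this screen, compounds sit with the deubiquitinase complex (1nM) for 15 min at room temperature before Ub-Rho is added at 150nM final. Fluorescence rise is then followed for 6 reads every 60 seconds.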
# Pin1 inhibitor – inhibitors of human Pin1. Q13526. Pin1 FP peptide displacement, HiFluor488, 10 min. Potency, µM (top dose mostly 115 µM), for the others: at the top dose activity, negative = inhibition, hits mostly inhibitors. actives 0.009% (n = 390,000); active means well fitted inhibition curve with a large enough effect in the polarisation, with a control signal flat, not every such curve was filed as active; inconclusive means small, poorly fitted or top-dose-only effect, or effect the other way, or a change in a side signal; inactive means no such curve, though single readings can be large or run the other way; the % refers to the polarisation; further: potency means the concentration at half of the fitted maximal effect; on the % scale 0 is the no-effect control and ±100 the full control effect
# Target sequence (Q13526 whole entry, looked up): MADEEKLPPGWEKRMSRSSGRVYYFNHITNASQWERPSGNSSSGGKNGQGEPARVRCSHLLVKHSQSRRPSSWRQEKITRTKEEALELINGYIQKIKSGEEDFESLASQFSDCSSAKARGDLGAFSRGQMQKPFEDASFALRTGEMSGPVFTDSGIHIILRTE
# * hit, by the source's call; ? = inconclusive; . = not tested or not shown; & = joins results of further samples; [ ] = remark or other dose. Unless noted, the call rests on the fitted dose curve; in most records, active means well fitted curve in the direction sought with a large enough effect; inconclusive means small, poorly fitted or top-dose-only effect, or another doubt; inactive means no such curve, though single readings can be large; an effect the other way counts as inactive or inconclusive. The list is partial. The share of hits here may be higher or lower than overall.
SMILES,PI4K2A inh,mIDH1 inhibitor,HP1b chromo inh,Tb PGK inh,TrxR1 inh,GLS inhibitor,TrxR1 substrate,USP1 inh,Pin1 inhibitor
Cn1cc(C(=O)NCc2ccccc2)c(=O)c2cc(S(=O)(=O)N3CCOCC3)ccc21,0,2%,18%,-10%,15%,1%,4%,-15%,2%
CCCCc1nc(Cl)c(CO)n1Cc1ccc(-c2ccccc2-c2nn[nH]n2)cc1,-2&-2,-11%,16%,-1%,12%,20%&-2%,-2%,0%,-3%
CN1CCN(C(=O)CCCN2C(=O)/C(=C/c3ccccc3)SC2=S)CC1,3,8%,-38%,-8%,7%,-23%,-6%,-7%,0%
CN(CC(=O)Nc1ccccc1Br)C(=O)c1ccncc1,-7,9%,33%,-9%,5%,-7%,2%,-11%,3%
COc1cc2c(c(OC)c1OC)-c1ccc(N(C)CC(OC)OC)c(=O)cc1[C@@H](NC(C)=O)CC2,-3,-7%,10%,0%,-10%,-1%,-6%,-17%,-1%
COc1ccc(C(=O)OCc2cc(=O)n3c(C)csc3n2)cc1F,0,2%,37%,9%,1%,12%,7%,1%,8%
CCOC(=O)N1CCC(NC(=O)CSCc2cnn(-c3ccccc3)c2-n2cccc2)CC1,2,0%,24%,0%,-1%,1%,0%,-17%,-7%
CCOc1ccc(N2C(=O)c3cccnc3C2Nc2ccc(C)cc2)cc1 (configuration not stated),0,5%,2%,6%,10%[57.1 µM],2%,4%[57.1 µM],-11%,9%
CC(=O)N1CCN(S(=O)(=O)c2cccc(C(=O)Nc3nc4ccccc4[nH]3)c2)CC1,-6,11%,17%,-5%,11%[57.1 µM],-2%,7%[57.1 µM],-2%,2%
Cc1nc(N2CCN(C(=O)c3ccco3)CC2)nc2c1C(=O)CC(C)C2 (configuration not stated),-4,-7%,41%[activator],-14%,13%,-2%,-1%,-26%,2%
CCCSC1=C(C#N)C(c2cccnc2)C(C(=O)OCC)=C(c2ccccc2)N1 (configuration not stated),-2,?,25%,4%,-20%[57.1 µM],9%,11%[57.1 µM],-17%,1%
CCOC(=O)c1c(C)[nH]c(-c2csc(C)n2)c1C,0,5%,?,-8%,5%[57.1 µM],-8%,-7%[57.1 µM],-19%,0%
O=C(NCCCN1CCN(c2ccc(F)cc2)CC1)Nc1ccccc1Cl,3,14%,6%,1%,18%,25%,5%,-12%,9%
CCN(CC)c1ccc(-c2nnc(SCC(=O)Nc3ccccc3C#N)n2-c2ccccc2)cc1,-1,5%,19%,-5%,-5%,-8%,5%,-22%,7%
COc1cc2c(cc1OC)-c1cc(Nc3ccccc3C)nc(=O)n1CC2,3,2%,3%[57 µM],-1%,-1%,?,-1%,-18%,3%
CCOC(=O)c1cnc(SCc2nc(N)nc(Nc3ccc(C)cc3)n2)nc1N,-6,0%,55%[activator],5%,-6%,0%,-9%,-4%,13%
O=c1[nH]c2ccc(S(=O)(=O)Nc3ccc(-c4nnc5n4CCCCC5)cc3)cc2o1,3,0%,42%[activator],-5%,9%,-15%,6%,-19%,16%
O=C(CCC(=O)Nc1ccc(Cl)cc1Cl)NNC(=O)Nc1ccccc1,2,5%,13%,-4%,2%,0%,1%,-11%,-8%
CN(C(=O)c1cccc(NC(=O)Cc2ccc(NC(=O)C3CCCN(S(=O)(=O)c4cccc([N+](=O)[O-])c4)C3)cc2)c1)C1CCCC1 (configuration not stated),-2,-9%,19%,-4%,17%,8%,0%,-25%,17%
CC(C)(C)C(=O)Nc1ccc2c(c1)-c1cc(NC(=O)C(C)(C)C)ccc1C2,0,-1%,48%[activator],2%[11.5 µM],22%,-2%,6%,5%,6%
COc1cc(Nc2ccc(C(=O)O)cc2[N+](=O)[O-])cc(OC)c1,3,-6%,18%,.,5%,17%,-7%,-23%,?
CCOC(=O)CSc1nc2ccccc2c(=O)n1CCC(=O)NCCc1ccc(OC)c(OC)c1,2,0%,28%,2%,8%,5%,9%,-9%,-3%
COC(=O)c1cn(-c2nc(C)c3c(n2)CCC3)nn1,-2,3%,17%,-10%,24%[57.1 µM],-10%,-6%[57.1 µM],-7%,-8%
O=C(COC(=O)/C=C/c1ccc(S(=O)(=O)N2CCCCCC2)cc1)NCc1ccccc1Cl,-4,4%,16%,-7%,9%,5%,5%[11.4 µM],8%,12%
COc1ccc(Nc2nnc(Cc3ccccc3)c(=O)[nH]2)c(OC)c1,5,3%,5%,-8%,14%,0%,2%,-14%,5%
COC(=O)C1=C(C)NC(C)=C(C(=O)OC)C1C(=O)OC(C)C(=O)c1ccccc1 (configuration not stated),-15&-1,0%&-3%,45%&33%[activator],-7%&-4%,6%&9%,3%&0%,-2%&-1%,-22%&-8%,-2%&0%
Cc1nc(C)c(-c2nnc(-c3ccccc3Cl)o2)cc1C(=O)NN,7,-7%,53%[activator],-1%,17%,5%,4%,-17%,-1%
O=C1CCc2cc(NS(=O)(=O)c3ccc(Cl)cc3)cc3c2N1CC3,3,3%,12%,-8%,-20%,24%,-17%,-3%,0%
Cc1ccc(NC(=O)/C(=C/c2cccc(Br)c2)NC(=O)c2ccco2)cc1,-2,4%,33%,-10%,12%[57.1 µM],5%,9%[57.1 µM],-14%,0%
Cc1cc(NC(=O)Cc2cn3ccsc3n2)n(-c2ccccc2)n1,-2,1%,42%[activator],-5%,-1%,-8%,-2%,-16%,-1%
O=C(NCc1ccc(F)cc1)c1cc(S(=O)(=O)N2CCCCC2)ccc1Cl,2,3%,26%,-1%,6%,-7%,-5%,-21%,8%
CC1C/C(=N/Nc2nc3ccccc3[nH]2)CC(C)(C)C1 (configuration not stated),1,7%,15%,-7%,11%,8%,3%,-14%,-10%
CCS(=O)(=O)N1CCC(C(=O)NCc2ccc(OC)cc2)CC1,9,-2%,32%,0%,1%,10%,-3%,-22%,2%
CCOC(=O)N/N=C(\C)c1ccc(Oc2ncccn2)cc1,3,4%,16%,-4%,6%,1%,1%,-13%,4%
CCOc1ccc(S(=O)(=O)Nc2cc(S(=O)(=O)N(CC)CC)ccc2N2CCCC2)cc1,5,0%,20%,-7%,4%,13%,-7%,-6%,77%[activator]
O=C(O)C1=C[C@H](c2ccc(C(F)(F)F)cc2)C[C@H](OCCCCO)O1,3,-4%,1%,0%,2%,1%,1%,-2%,3%

# Structural class: the compounds so far with an aryl methoxy group.
SMILES,PI4K2A inh,mIDH1 inhibitor,HP1b chromo inh,Tb PGK inh,TrxR1 inh,GLS inhibitor,TrxR1 substrate,USP1 inh,Pin1 inhibitor
COc1cc2c(c(OC)c1OC)-c1ccc(N(C)CC(OC)OC)c(=O)cc1[C@@H](NC(C)=O)CC2,-3,-7%,10%,0%,-10%,-1%,-6%,-17%,-1%
COc1ccc(C(=O)OCc2cc(=O)n3c(C)csc3n2)cc1F,0,2%,37%,9%,1%,12%,7%,1%,8%
COc1cc2c(cc1OC)-c1cc(Nc3ccccc3C)nc(=O)n1CC2,3,2%,3%[57 µM],-1%,-1%,?,-1%,-18%,3%
COc1cc(Nc2ccc(C(=O)O)cc2[N+](=O)[O-])cc(OC)c1,3,-6%,18%,.,5%,17%,-7%,-23%,?
CCOC(=O)CSc1nc2ccccc2c(=O)n1CCC(=O)NCCc1ccc(OC)c(OC)c1,2,0%,28%,2%,8%,5%,9%,-9%,-3%
COc1ccc(Nc2nnc(Cc3ccccc3)c(=O)[nH]2)c(OC)c1,5,3%,5%,-8%,14%,0%,2%,-14%,5%
CCS(=O)(=O)N1CCC(C(=O)NCc2ccc(OC)cc2)CC1,9,-2%,32%,0%,1%,10%,-3%,-22%,2%
